# Mtb FBA inh – Mtb FBA enzyme inhibitors, primary screen, biochemical, fluorescence, strain H37Rv. Fructose-bisphosphate aldolase (Mycobacterium tuberculosis (strain ATCC 25618 / H37Rv)), …. inhibition, % at 1 µM. purified M. tuberculosis FBA, fluorescence read-out. AID 588726, 2011. actives 2.3% (n = 360,000); in the data active = inhibition above about 27%;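 also: 0% = vehicle and 100% = reference inhibitor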
# Target sequence (P9WQA3 whole entry, looked up): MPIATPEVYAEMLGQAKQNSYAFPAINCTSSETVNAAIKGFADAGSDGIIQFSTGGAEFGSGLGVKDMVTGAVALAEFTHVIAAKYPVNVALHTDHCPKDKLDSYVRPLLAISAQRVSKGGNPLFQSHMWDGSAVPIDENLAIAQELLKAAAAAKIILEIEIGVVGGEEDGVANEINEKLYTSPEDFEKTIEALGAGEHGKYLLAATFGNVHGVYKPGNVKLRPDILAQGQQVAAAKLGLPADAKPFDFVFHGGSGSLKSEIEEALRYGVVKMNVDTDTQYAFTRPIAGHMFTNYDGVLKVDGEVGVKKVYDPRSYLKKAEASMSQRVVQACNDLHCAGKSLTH
# Rv3671c protease – Rv3671c serine protease inhibitors, primary screen, biochemical, fluorescence polarization, M. tuberculosis H37Rv; P9WHR9; inhibition, % at 5.96 µM; actives 0.048% (n = 320,000); AID 2606, 2010; in the data active = inhibition above about 38%;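 also: extracellular domain of Rv3671c used as enzyme; 0% = enzyme with DMSO and 100% = no enzyme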
# Target sequence (P9WHR9 whole entry, looked up, the tested form may be a part): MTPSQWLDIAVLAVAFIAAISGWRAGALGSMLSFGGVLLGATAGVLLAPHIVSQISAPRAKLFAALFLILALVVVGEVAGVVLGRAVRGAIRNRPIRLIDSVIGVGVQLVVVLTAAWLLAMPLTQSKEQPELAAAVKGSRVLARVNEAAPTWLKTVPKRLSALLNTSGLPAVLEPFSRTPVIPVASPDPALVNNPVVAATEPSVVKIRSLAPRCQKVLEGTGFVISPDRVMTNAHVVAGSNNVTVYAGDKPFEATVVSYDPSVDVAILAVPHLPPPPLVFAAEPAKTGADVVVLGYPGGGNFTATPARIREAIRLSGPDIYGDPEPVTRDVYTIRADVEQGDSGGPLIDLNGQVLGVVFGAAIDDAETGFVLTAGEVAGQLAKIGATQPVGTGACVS
# UGM FP inh – M. tuberculosis UGM enzyme inhibitors, primary screen, biochemical, fluorescence polarization, single point | UDP-galactopyranose mutase (Mycobacterium tuberculosis (strain ATCC 25618 / H37Rv)), … | purified UGM, fluorescence polarization probe displacement | inhibition, % at 10 µM | actives 0.06% (n = 320,000); in the data active = inhibition above about 10%, passing the limit was not always enough
# GDH-TPI counter – GDH-TPI coupling enzyme inhibitors, primary screen, artefact control for M. tuberculosis FBA inhibitor project, biochemical, absorbance, full deck; GDH-TPI coupled enzyme counterscreen, NADH absorbance; inhibition, % at 4.8 µM; actives 1.2% (n = 360,000); AID 588335, 2011; in the data active = inhibition above about 30%;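 also: 0% = DMSO wells and 100% = wells lacking the enzyme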
# BH1578 lux ind – inducers of Vibrio cholerae quorum light production without autoinducers, primary screen, BH1578 luxS cqsA deficient, single point; V. cholerae BH1578 lux reporter, luminescence, 6 h; activation, % at 18.7 µM; actives 0.16% (n = 350,000); AID 588436, 2011; in the data active = activation mostly above about 9.7%, no sharp cut-off; also: not every result past the cut was called active; inactives centre near 0; reference of the scale not given here
# SARS 3CLpro inh – SARS-CoV 3CLpro protease inhibitors, primary screen, biochemical, quenched FRET. actives 0.14% (n = 290,000). inhibition, % at 6 µM. recombinant SARS-CoV 3CLpro, quenched FRET peptide cleavage; in the data active = inhibition above about 12%
# VHR inh abs – VHR1 phosphatase inhibitors, primary screen, biochemical, absorbance, uHTS; recombinant VHR phosphatase, pNPP absorbance; inhibition, % at 13.3 µM; actives 0.52% (n = 290,000); in the data active = inhibition above about 50%; also: some compounds called inactive have numbers as strong as hits
# SSB-PriA inh – inhibitors of Klebsiella pneumoniae PriA binding to SSB C-terminal tail, primary screen, biochemical, AlphaScreen; inhibition, % at 33 µM; actives 0.6% (n = 430,000); AID 1272365, 2023; AlphaScreen SSBct-PriA binding, biotinylated peptide; PriA–SSB C-terminal tail interaction (Klebsiella pneumoniae); in the data active = inhibition mostly above about 37%, no sharp cut-off; inactive = mostly below about 20%;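 also: plate controls were negative control peptide for no effect and reference peptide for full effect; strong numbers were not always called active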
# BioA inh – M. tuberculosis BioA enzyme inhibitors, primary screen, biochemical, plate reader, single point, HTS | actives 0.096% (n = 360,000) | inhibition, % at 9.99 µM | AID 602481, 2012 | 7,8-diaminopelargonic acid synthase BioA (Mycobacterium tuberculosis) | purified M. tuberculosis BioA enzyme; in the data active = inhibition above about 40%
# MazF activator – activators of E. coli MazEF toxin-antitoxin RNase, primary screen, biochemical, fluorescence, uHTS; actives 0.32% (n = 350,000); FAM/BHQ RNA-DNA oligo cleavage fluorescence, 5 h; Endoribonuclease toxin MazF (Escherichia coli (strain K12)), P0AE70; activation, % at 20 µM; in the data active = activation above about 50%
# Target sequence (P0AE70 whole entry, looked up): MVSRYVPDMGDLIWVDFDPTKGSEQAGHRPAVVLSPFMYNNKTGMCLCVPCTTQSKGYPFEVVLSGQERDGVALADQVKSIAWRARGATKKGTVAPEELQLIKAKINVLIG
# * hit, by the source's call; i = inactive; . = no result given; & = joins results of further samples. These rows are one share of the data (hit frequency here may not be typical).
SMILES,Mtb FBA inh,Rv3671c protease,UGM FP inh,GDH-TPI counter,BH1578 lux ind,SARS 3CLpro inh,VHR inh abs,SSB-PriA inh,BioA inh,MazF activator
CC(=O)c1cccc(N(CC(=O)Nc2ccc(S(=O)(=O)N3CCOCC3)cc2)S(C)(=O)=O)c1,1,-5,1.3,6,i,-3,18,7,2.2,2
CCn1c(Cn2nnc(-c3ccccc3)n2)nnc1SCC(=O)Nc1ccc(N(C)C)cc1,-2,7,-1.1,1,-0.2,3,-12,-3,-1.2,-1
CCCCN1CCCCC1(C)C(=O)NCc1cccs1 (centres undefined),6,.,.,6,i,.,.,.,1.4,.
Cc1[nH]nc(N2CCCCCC2)c1[N+](=O)[O-],-4,2,-0.9,7,-0.2,-1,21,-18,.,-3
Cc1sc2ncnc(OCc3nnc(-c4cccs4)o3)c2c1C,3,7,1.1,-5,-0.3,5,-19,-1,.,3
O=S(=O)(Oc1ccccc1C(=S)N1CCOCC1)c1ccc(Cl)cc1,2,5,2.4,5,-0.5,-2,14,-6,0.0,7
O=C(CSc1nnc(-c2cccs2)o1)NCc1ccco1,-7,6,-0.6,0,1.0,-2,22,-6,.,-2
CCOC(=O)c1c(C)n(-c2ccc(C)cc2)c2c(CC(C)=O)c(Br)c(OC)c(O)c12,5,2,-3.4,9,i,5,6,-4,-0.7,-34
CN(C)c1cccc(CNC(=O)c2ccc3sc([C@H]4C[C@H](O)[C@@H](CO)O4)nc3c2)c1,6,.,.,18,-0.3,.,.,.,-2.5,.
COc1ccccc1NS(=O)(=O)c1cccc(C(=O)NNC(=O)C(NC(N)=O)C(C)C)c1 (centres undefined),0,-2,2.4,3,i,4,23,-2,.,7
O=C(NN1C(=O)c2ccccc2NC1c1ccccn1)c1ccc([N+](=O)[O-])cc1 (centres undefined),2,9,-3.3,9,-0.3,-6,21,-11,1.8,1
Cc1nn(-c2ccccc2)c(Cl)c1CN(C(=O)CCl)c1ccc(Cl)cc1,1,-10,0.5,-3,-0.5,3,2,7,0.2,-1
O=C(NC(Cc1ccccc1)C(=O)O)OCc1ccccc1 (centres undefined),0,-3,-2.1,14,i,3,26,-4,-2.5,-6
O=S(=O)(c1cccc(C(F)(F)F)c1)N1c2ccccc2-n2cccc2C1c1cccnc1 (centres undefined),0,.,.,0,i,.,.,.,0.7,3
CCn1c(=O)c2c(nc3n2CCCN3c2cccc(C)c2)n(C)c1=O,3,4,1.9,5,1.1,1,16,1,.,11
CC1=C(C(N)=O)C(c2cccs2)n2nc(-c3cccc(Cl)c3)nc2N1 (centres undefined),-1,-13,2.5,3,-0.3,-2,4,-4,0.2,1
Cc1cc2c3c(c1)C1(C(=O)N3C(C)(C)CC2C)C(C#N)=C(N)Oc2cc(O)ccc21 (centres undefined),-1,-6,1.0,18,-0.3,2,17,15,1.0,8
O=C(CCn1c(=O)oc2ccccc21)N1CCN(C(c2ccccc2)c2ccccc2)CC1,-5,0,2.7,4,i,1,15,-6&15&-1,-4.7,-4
COc1ccc(/C=C2\CCOC2=O)cc1,2,-4,0.7,16,i,6&7,0&5,1,9.4,-17
CCOCc1cc(C)[nH]c(=O)c1C#N,68*,-5,-1.2,15,8.7,1,18,-2,-0.3,2
Cc1cccc(-n2ncc3c2CCCC3NC(=O)c2cccs2)c1C (centres undefined),-3,.,.,1,-6.0,.,.,.,.,2
Cc1cccc(CS(=O)(=O)Cc2ccc(C(=O)NCCCN3CCOCC3)o2)c1,1,-1,1.0,-2,-0.6,-2,8,1,.,-2
CCN(CC)S(=O)(=O)c1ccc2oc(SCc3ccc(F)cc3)nc2c1,1,-9,1.8,1,-0.6,0,2,-45,-0.2,-5
Cc1oc(-c2ccccc2F)nc1CS(=O)(=O)CC(=O)NCc1ccco1,-1,5,0.3,-1,-0.3,0,7,6,0.0,2
CC(C)C[C@@H](CNCC(=O)[C@H](C)NC(=O)c1[nH]cnc1C(=O)N[C@H](CN)CC(C)C)NC(=O)c1nc[nH]c1C(=O)N[C@@H](C)C(=O)O,-3,.,.,0,i,.,.,2,0.5,4
SMILES,Mtb FBA inh,Rv3671c protease,UGM FP inh,GDH-TPI counter,BH1578 lux ind,SARS 3CLpro inh,VHR inh abs,SSB-PriA inh,BioA inh,MazF activator
O=C(CC(=O)Nc1cccc(Cl)c1)N/N=C\c1ccccc1,3,-16,-1.2,5,-0.3,0,-15,.,-0.6,5
O=C(O)c1ccccc1C(=O)Nc1ccc(Oc2ccc3ccccc3c2)cc1,2,8,-1.3,0,-0.4,-1,30,-2,-0.3,-3
Cc1cc(OCC(=O)Nc2cccc(S(=O)(=O)N3CCCCC3)c2)ccc1Cl,-1,-120,0.8,5,-0.8,.,.,-2,-1.5,-3
COc1ccc(NS(=O)(=O)c2ccc(N3CCCC3)c(NC(=S)Nc3cccc(S(=O)(=O)N(C)C)c3)c2)cc1,.,-5,0.1,.,.,6,4,.,.,.
O=C(CNS(=O)(=O)c1ccccc1)OCc1cccc([N+](=O)[O-])c1,4,-17,-1.6,14,-0.2,-5,26,-3,.,4
Cc1cc(C(=O)NCc2ccc3c(c2)OCO3)n(-c2ccccc2)n1,3,5,-2.6,0,0.8,-4,34,6,0.5,1
CCCn1c(=NC(=O)CS(=O)(=O)c2ccccc2)sc2cc(S(C)(=O)=O)ccc21,-2,-20,-1.3,8,-0.8,.,.,3,2.6,2
CCN(CC)c1ccc(/C=N/NC(=O)c2cccc(S(=O)(=O)N3CCOCC3)c2)cc1,0,-4,0.8,32*,-0.3,-1,-4,.,-2.0,-6
Cc1ccc(OCC(=O)N2N=C(c3cccnc3)CC2(O)C(F)(F)F)cc1C (centres undefined),0,10,2.7,5,-0.3,-1,37,0,.,-6
CN(C)CCNC(=O)Cc1ncc(C(F)(F)F)cc1Cl,2,-2,1.9,0,0.1,-3,13,-7,0.1,-5
Cc1cc(=O)[nH]c(SCc2cccc3ccccc23)n1,0,-3,-2.5,5,i,1,16,-1,-0.9,3
CN1CCc2c(sc3c2C(=O)NC(c2ccco2)N3)C1 (centres undefined),19,-2,2.6,6,i,-2,-9,2,-6.2,-63
COc1cccc(N=C(N)N)c1,1,-1,0.6,5,i,-3,14,-1,-0.7,6
S=c1[nH]nc(-c2ccc3ccccc3n2)n1-c1cc(Cl)cc(Cl)c1,1,-5,0.7,8,-0.1,1,55*,5,.,0
C#CCOCCOCCOCCNc1nc(N2CCN(C(=O)[C@H](CCCCN)n3cc(CC(C)O)nn3)CC2)nc(N2CCN(C(=O)[C@H](Cc3ccc(O)cc3)n3cc(CCO)nn3)CC2)n1 (some centres undefined),0,.,.,3,i,.,.,-4,-0.5,9
Cc1ccc(-c2n[nH]c(=O)c3ccccc23)cc1S(=O)(=O)NC(C)(C)C,0,7,-0.9,6,-0.8,2,20,-7,.,0
CCc1nc2ccccc2c(=O)n1-c1ccccc1[N+](=O)[O-],0,6,0.8,-5,0.0,3,8,-13,-1.3,-2
O=C(Nc1ccc(F)cc1)C1C(c2ccccc2)C1(Cl)Cl (centres undefined),4,-9,-1.9,3,-0.3,0,2,-43,.,-7
Cc1ccc(OCC(=O)N2CCC(N3CC(C)CC(C)C3)CC2)cc1 (centres undefined),1,-8,1.8,11,i,-2,14,17,-0.4,4
O=c1c(CN2CCN(Cc3ccccc3)CC2)coc2ccc(Cl)cc12,1,-1,-0.1,6,-0.3,1,6,-15,1.5,0
CCCCc1ccc(NC=C2C(=O)OC3(CCCCC3)OC2=O)cc1,1,9,0.2,0,-0.3,-1,6,-13,.,5
O=C(Nc1ccccc1Br)c1cc(=O)c2ccccc2o1,0,-1,0.0,-5,-0.3,0,36,-10,.,7
CC(C)COC(=O)N1CCCCC1c1cc(C(=O)Nc2ccc3c(c2)OCO3)no1 (centres undefined),0,.,.,6,-0.1,.,.,.,-1.4,.
CCN(c1ccccc1)S(=O)(=O)c1cc(C(=O)OC(C)C(=O)Nc2ccc3c(c2)OCCO3)ccc1C (centres undefined),10,-13,-2.4,29,0.3,10,24,-1,.,-18
CCCCCCN1C=C/C(=C\C=C(C#N)C#N)c2ccccc21,-1,-19,-1.5,3,-0.3,4,23,1,.,4
COc1ccc(CCNC(=O)CSc2nc3cc(Cl)ccc3o2)cc1OC,-1,-6,1.4,-1,-5.0,0,19,-7,2.7,4

# Quoted from the listing:
# `Cc1ccc(OCC(=O)N2N=C(c3cccnc3)CC2(O)C(F)(F)F)cc1C` (centres undefined) in SARS 3CLpro inh is listed with -1
# `O=C(Nc1ccccc1Br)c1cc(=O)c2ccccc2o1` in SSB-PriA inh is listed with -10
# `Cc1cc(C(=O)NCc2ccc3c(c2)OCO3)n(-c2ccccc2)n1` in Rv3671c protease is listed with 5
# `Cc1cc(=O)[nH]c(SCc2cccc3ccccc23)n1` in GDH-TPI counter is listed with 5
# `COc1ccc(CCNC(=O)CSc2nc3cc(Cl)ccc3o2)cc1OC` in GDH-TPI counter is listed with -1

# Six successive records already listed, for reference:
SMILES,Mtb FBA inh,Rv3671c protease,UGM FP inh,GDH-TPI counter,BH1578 lux ind,SARS 3CLpro inh,VHR inh abs,SSB-PriA inh,BioA inh,MazF activator
CCCCc1ccc(NC=C2C(=O)OC3(CCCCC3)OC2=O)cc1,1,9,0.2,0,-0.3,-1,6,-13,.,5
O=C(Nc1ccccc1Br)c1cc(=O)c2ccccc2o1,0,-1,0.0,-5,-0.3,0,36,-10,.,7
CC(C)COC(=O)N1CCCCC1c1cc(C(=O)Nc2ccc3c(c2)OCO3)no1 (centres undefined),0,.,.,6,-0.1,.,.,.,-1.4,.
CCN(c1ccccc1)S(=O)(=O)c1cc(C(=O)OC(C)C(=O)Nc2ccc3c(c2)OCCO3)ccc1C (centres undefined),10,-13,-2.4,29,0.3,10,24,-1,.,-18
CCCCCCN1C=C/C(=C\C=C(C#N)C#N)c2ccccc21,-1,-19,-1.5,3,-0.3,4,23,1,.,4
COc1ccc(CCNC(=O)CSc2nc3cc(Cl)ccc3o2)cc1OC,-1,-6,1.4,-1,-5.0,0,19,-7,2.7,4

# High-throughput results deposited in PubChem by several laboratories.
